Compound activity as filed in PubChem BioAssay.
Autophagy HCS = alters autophagy in cells. AID 463193. calls only at 10 µM (by protocol). hit rate 0.98% among 190,000. MEF GFP-LC3 puncta imaging; test concentration mostly 10 µM;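 active = percentage of spot-positive cells more than 3 SD above its plate mean, without a fluorescence outlier flag or 80% toxicity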;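 also: spot-positive cell cutoff set from DMSO-treated cells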
Yfh1-depleted yeast = enhancers of respiration in Yfh1-depleted yeast, dose response, Friedreich's ataxia, plus single-dose screen (AID 1465) | S. cerevisiae Yfh1-off respiration, WST-1 reduction, 72 h; higher fold induction means a stronger effect | fold induction at 50 µM; hits with a dose series show EC50 in µM | hit rate 0.074% among 220,000;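 active = fold induction of absorbance versus untreated yeast above a set limit, then at least 30% activation at any dose in follow-up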;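 also: activators that raise dye reduction in frataxin-depleted yeast; strong numbers were not always called active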
Ins promoter up = MIN6 insulin promoter up-regulation; AID 1625; MIN6 insulin promoter-GFP reporter, high-content imaging; hits give high values; z-score at 5 µM; hit rate 0.3% among 190,000;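 active = z-score above 3 at 5 µM with at least 500 cells counted in the well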
Dynein transport = dynein cargo transport inhibition | hit rate 0.47% among 220,000 | z-score, hits read low | 3617.4 mouse cells, GR-EGFP nuclear translocation imaging; test concentration mostly 20 µM; stimulated with dexamethasone, 1 µM; hits give low values;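 active = plate z-score of nuclear minus cytoplasmic receptor signal below a set negative limit, without overly bright fluorescence or cell loss, cut at about -3.5 in these data, passing the limit was not always enough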;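 also: z-score of nuclear minus cytoplasmic ring GR-EGFP intensity difference per well; some compounds called inactive have numbers as strong as hits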
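Schedule: 48 h induction, then 1 h compound, then 30 min agonist, 37 °C. Buffer or medium: tetracycline-free induction medium containing charcoal-stripped FBS. Reagent: 1.0 µM final dexamethasone stimulus. Evaluation: nuclear versus cytoplasmic GR-EGFP signal, averaged per well. Signal: high-content fluorescence imaging after fixation.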
MT stabilizer = stabilizes microtubules in HeLa cells; HeLa tubulin immunostaining HCS, 24 h; share of cells brighter than vehicle mean+2SD; % tubulin-high responders, % at 10 µM; hit rate 0.83% among 200,000; AID 2205;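 active = plate Z-score above 3 for both tubulin-high and condensed-nucleus cell shares, with cell loss under 80%, at 10 µM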;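 also: anti alpha tubulin signal scored within the nucleus-defined area of each cell; some results filed as inactive read as strong as hits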
bCat nuc transl = beta-catenin nuclear translocation modulation. HeLa beta-catenin nuclear translocation, immunofluorescence imaging. AID 1665. nuclear translocation activity, % at 5 µM. hit rate 0.3% among 190,000;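 active = nuclear translocation activity above 50% at 5 µM, with a well cell count of 50 or more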;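 also: per-cell ratio of nuclear to cytoplasmic median beta-catenin stain intensity; plate controls were DMSO negative control for no effect and GSK-3 inhibitor IX positive control for full effect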
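Test system: human HeLa cells, native beta-catenin. Compound dosing: 5 µM primary single dose, 0.1% DMSO, 0.02–20 µM confirmation series. Incubation: compound exposure 24 h at 37°C. Detection: beta-catenin immunostaining with DAPI counterstain, 20x imaging, 6 fields/well. Read-out basis: Nuclear/cytoplasmic beta-catenin signal ratio, % activation.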
NOD2 inhibition = NOD2 signaling inhibitors, cell-based, luminescence, uHTS, HEK293 (AID 1566). HEK293 NOD2/NF-kB luciferase reporter, luminescence; higher % means a stronger effect. inhibition, % at 4 µM, or EC50 in µM where a hit was titrated. hit rate 0.63% among 290,000; in the data active = inhibition above about 50%; also: many of its hits are not listed in these tables
M17LAP inhibition = P. falciparum M17LAP inhibitors, primary screen, biochemical, fluorogenic H-Leu-NHMec substrate, 1536-well (AID 1619) | one-dose inhibition, % at 30 µM; IC50 in µM for titrated hits | recombinant M17LAP, H-Leu-NHMec fluorogenic kinetic assay; higher % means a stronger effect | hit rate 0.38% among 220,000;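 active = compound inhibiting the enzyme by more than half at any dose during confirmatory dose-response retesting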;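 also: plate controls were full reaction with DMSO carrier for no effect and no enzyme background for full effect; strong numbers were not always called active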
NOD1 NF-kB reporter = NOD1 signaling inhibitors, primary screen, cell-based, luminescence, uHTS (AID 1578). NOD1-driven NF-kB luciferase reporter cells, luminescence; higher % means a stronger effect. inhibition, % at 4 µM, or EC50 in µM where a hit was titrated. hit rate 1% among 290,000; in the data active = inhibition mostly above about 36%, no sharp cut-off; inactive = mostly below about 34%;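 also: HEK-293T reporter cells stimulated with the NOD1 agonist gamma-tri-DAP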
Dynein transport cytoplasmic EGFP = further read-out of Dynein transport, marked with its call; z-score; measured here: cytoplasmic GR-EGFP intensity; hits give high values
Dynein transport nuclear GR-EGFP = further read-out of Dynein transport, marked with its call; z-score; measured here: nuclear GR-EGFP intensity;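 lower value marks the stronger effect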
Dynein transport cell count = further read-out of Dynein transport, marked with its call; z-score; measured here: cell count per field
Ins promoter up cell count = also measured in Ins promoter up; calls as there; cell count; measured here: cytotoxicity, nuclei count;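 total cells summed across four imaged fields per well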
bCat nuc transl cell count 5 µM = also measured in bCat nuc transl; calls as there; cell count; measured here: cell count, cytotoxicity flag
MT stabilizer Hoechst-high % = recorded beside MT stabilizer, whose call it bears; % Hoechst-high responders; measured here: nuclear condensation Hoechst responders;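 share of cells brighter than vehicle mean plus two SD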
MT stabilizer cytotoxicity % = further read-out of MT stabilizer, marked with its call; toxicity, %; measured here: cytotoxicity by cell density;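 0% = mean cell density of plate MIN control wells and 100% = no cells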
Autophagy HCS cell loss 18 h = further read-out of Autophagy HCS, marked with its call; toxicity, %; measured here: cell loss, nuclei count;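 cell loss after 18 h compound exposure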
Active calls of the source: *; i = inactive; . = not tested or not shown. Only part of the results is shown. The share of hits here may be higher or lower than overall.

Screens in order – Autophagy HCS, Autophagy HCS cell loss 18 h, Yfh1-depleted yeast, Ins promoter up, Ins promoter up cell count, Dynein transport, Dynein transport cytoplasmic EGFP, Dynein transport nuclear GR-EGFP, Dynein transport cell count, MT stabilizer, MT stabilizer Hoechst-high %, MT stabilizer cytotoxicity %, bCat nuc transl, bCat nuc transl cell count 5 µM, NOD2 inhibition, M17LAP inhibition, NOD1 NF-kB reporter
1. O=C(O)/C(=C\c1ccccc1Cl)c1ccc(S(=O)(=O)N2CCCCC2)s1
 : i, -7, i, 1.8, 1552, -0.53, -0.25, -0.44, 0.47, 5.8, 3.3, 9.1, -1.4, 1019, 4%, 14%, 10%
2. CC(Nc1cc(N2CCN(S(=O)(=O)N(C)C)CC2)ccc1[N+](=O)[O-])c1ccccc1 (stereo not given)
 : i, 8, i, -1.4, 1441, -0.092, -0.33, 0.45, 0.08, 4.7, 3.6, 4.7, 0.8, 1391, -19%, -1%, -2%
3. CCOc1cc(C)c(C(C)C)cc1S(=O)(=O)N1CC(C)OC(C)C1 (stereo not given)
 : i, 4, i, ., ., -1.4, -0.26, -0.59, -0.43, 2.6, 1.5, 5.2, ., ., -10%, 3%, .
4. COc1ccc(/C=C/c2nnc(NC(=O)COc3ccc(C)cc3)s2)cc1
 : i, -12, i, -0.06, 1559, 1.4, -0.23, 0.37, -0.51, 4.1, 3.7, 2.8, 3.8, 1033, 21%, 0%, -10%
5. COCc1cc(C)nc(NC2CCCCC2)c1C#N
 : i, -3, i, 0.43, 1284, 0.034, -0.29, 0.33, -0.55, 2.9, 1.9, 5.8, ., ., 0%, -20%, 4%
6. NS(=O)(=O)c1ccc(NC(=O)COC(=O)c2cn(-c3ccccc3)nc2-c2ccccc2)cc1
 : ., ., i, -0.28, 1118, -0.44, -0.81, -0.42, 0.18, ., ., ., -1.2, 1401, 8%, 5%, 0%
7. CC1(C)CC(=O)CC(=Nc2ccc(C(=O)O)cc2)C1
 : i, -2, i, 0.07, 1201, 0.5, -0.24, 0.056, 0.78, 2.6, 1.7, 5.0, -0.9, 1113, -12%, -3%, -20%
8. Cc1ccc(S(=O)(=O)Cc2ccc(C(=O)N3CCN(c4ccccn4)CC3)o2)cc1
 : i, 6, i, 0, 962, -0.83, -0.23, -0.49, 0.3, 2.0, 2.4, 5.9, ., ., 6%, -6%, -2%
9. Cc1ccnc(NC(=O)CCC(=O)N(CC(=O)NCCc2ccccc2)Cc2cccs2)c1
 : i, 0, i, -0.15, 1567, 0.23, -0.34, -0.25, -0.19, 5.0, 1.7, 2.9, -0.5, 1572, 3%, -1%, -41%
10. COc1ccc(/C=C2\CCn3c2nc2cc(C(=O)O)ccc2c3=O)cc1O
 : i, 6, i, 0.13, 1452, -0.59, -0.26, -0.5, 0.47, 2.8, 1.8, 4.6, -0.2, 1030, -1%, 11%, -22%

Other records follow.
Screens in order – Autophagy HCS, Autophagy HCS cell loss 18 h, Yfh1-depleted yeast, Ins promoter up, Ins promoter up cell count, Dynein transport, Dynein transport cytoplasmic EGFP, Dynein transport nuclear GR-EGFP, Dynein transport cell count, MT stabilizer, MT stabilizer Hoechst-high %, MT stabilizer cytotoxicity %, bCat nuc transl, bCat nuc transl cell count 5 µM, NOD2 inhibition, M17LAP inhibition, NOD1 NF-kB reporter
11. Cc1ccc(CNC(=O)C2CC2c2ccccc2)cc1 (stereo not given)
 : i, 8, i, 0.44, 1179, -0.48, -0.16, 0.35, 0.64, 4.8, 2.6, 1.0, 0.1, 568, 14%, -7%, -12%
12. CCn1cc(C(=O)N/N=C(/C)c2ccc(F)cc2)c(=O)c2cc(F)c(N3CCCC3)cc21
 : i, -4, i, ., ., 0.63, -0.22, -0.52, -0.29, 2.7, 1.2, 5.6, ., ., -4%, 2%, -2%
13. CCCCOc1ccc(C(=O)N/C(=C\c2cccc([N+](=O)[O-])c2)C(=O)OC(C)C)cc1
 : i, 6, i, -0.74, 945, 0.5, -0.15, 0.84, 0.24, 2.9, 1.6, 7.2, 0.5, 1408, -6%, -7%, 26%
14. O=C(O)c1ccccc1C(=O)NNc1cccc(Cl)n1
 : i, -21, i, -2.1, 1530, 0.89, -0.095, 0.81, -0.92, 2.8, 1.5, 8.3, -0.2, 1034, -19%, 3%, -42%
15. CCOC(=O)N1CCN(S(=O)(=O)c2ccc(C(=O)NNc3nc4cc(C)cc(C)c4s3)cc2)CC1
 : i, 28, i, -0.74, 613, -0.47, -0.14, 0.56, 0.016, 10.0, 1.7, 32, 0.4, 369, 11%, -20%, -25%
16. C=CCN1CC(C)/C(=N\O)CC1C (stereo not given)
 : ., ., i, -0.18, 1057, -0.48, 0.075, 0.66, -1.3, ., ., ., -0.6, 1321, 3%, 4%, -11%
17. COc1ccc(-c2cc(-c3ccco3)[nH]c(=O)c2C#N)cc1
 : ., ., i, 1.7, 1037, 0.016, -0.23, 0.45, 1.1, ., ., ., -0.5, 1204, 17%, 19%, 5%
18. CC(NC(=O)c1cc2c(s1)CCCC2)C(C)(C)C (stereo not given)
 : i, 0, i, ., ., 0.3, -0.29, 0.12, 0.35, 2.3, 1.9, 8.3, ., ., -5%, -5%, 3%
19. CCC(CC)C(=O)OCC(=O)Nc1cccc(S(=O)(=O)N(C)c2ccccc2)c1
 : i, 0, i, ., ., -0.22, -0.33, 0.042, 0.32, 2.9, 2.1, 6.1, -4.7, 1130, 5%, 8%, -19%
20. COc1ccc(Oc2nccc(OC)c2C#N)cc1
 : i, -2, i, 0.29, 1930, 0.17, -0.23, -0.44, 0.4, 1.5, 1.7, 7.4, -4.1, 1102, -9%, 6%, -18%

The list goes on:
Screens in order – Autophagy HCS, Autophagy HCS cell loss 18 h, Yfh1-depleted yeast, Ins promoter up, Ins promoter up cell count, Dynein transport, Dynein transport cytoplasmic EGFP, Dynein transport nuclear GR-EGFP, Dynein transport cell count, MT stabilizer, MT stabilizer Hoechst-high %, MT stabilizer cytotoxicity %, bCat nuc transl, bCat nuc transl cell count 5 µM, NOD2 inhibition, M17LAP inhibition, NOD1 NF-kB reporter
21. CCCCN(Cc1cc2ccccc2[nH]c1=O)S(C)(=O)=O
 : i, 5, i, 0.25, 1171, 2, -0.19, 1.8, -0.9, 4.0, 2.7, 12, 2.1, 481, 8%, 16%, -19%
22. CO/N=C/c1ccc(Sc2ccc(C)cc2)c([N+](=O)[O-])c1
 : i, 20, i, -0.86, 927, 0.57, -0.014, 0.59, 0.11, 3.1, 2.0, 8.7, -2.0, 1213, 15%, -5%, 7%
23. CNC(=S)NNC(=O)c1ccc(C(C)(C)C)cc1
 : ., ., i, 0.01, 1378, 2.9, -0.21, 0.79, -2.1, ., ., ., -0.3, 958, 5%, -4%, 2%
24. CCn1c(N2CCN(CC(=O)c3c(C)n(C)c4ccccc34)CC2)nc2c1c(=O)[nH]c(=O)n2C
 : i, 1, i, -0.9, 921, -0.23, 0.026, -0.045, 0.13, 1.7, 1.8, 11, -0.4, 1151, 12%, 16%, 5%
25. NS(=O)(=O)c1ccc(CCNCc2cc(Br)ccc2OCc2ccccc2F)cc1
 : i, 10, i, ., ., -0.15, -0.25, 0.044, -0.02, 3.3, 2.6, 9.9, 1.4, 1100, 1%, 0%, 7%
26. COc1cc(/C=N/N=C/c2c[nH]c(=O)c(C#N)c2Nc2ccccc2)ccc1O
 : ., ., i, 0.02, 946, 0.34, 0.093, 0.9, -0.72, ., ., ., 0.5, 1279, 2%, 7%, -11%
27. O=C1CCS/C(=N\N=C\c2ccc(Cl)cc2Cl)N1
 : ., ., i, -0.22, 1480, -0.64, -0.16, -0.34, 0.76, ., ., ., -1.7, 1087, 6%, -1%, -6%
28. Cc1ccc(-c2nnc(N)s2)cc1
 : i, 22, i, 0.43, 1081, -0.1, 0.58, 0.57, 0.0017, 3.9, 1.0, 6.3, -5.7, 550, -21%, 9%, 29%
29. CSc1ccc(Cl)c(C(=O)NCCOc2cc(C(C)C)ccc2C)c1
 : i, 12, i, 0.71, 1062, -0.47, 0.11, -0.58, 0.27, 0.8, 1.2, 11, -0.7, 1391, 13%, -3%, -11%
30. CC(=Nc1ccc(C)cc1)c1sc2ccccc2c1O
 : i, -3, i, 0.59, 2009, -0.33, 0.62, 0.1, 0.69, 2.5, 1.5, 2.0, -1.5, 1071, -224%, -13%, -46%
31. Cc1c(Cl)cccc1NC(=O)c1ccc(-n2ccnc2)nc1
 : i, 0, i, -0.25, 1252, -0.67, -0.17, -0.43, 1.1, 2.1, 1.8, 4.1, 0.7, 1229, 22%, 7%, -13%
32. C=CCC(=O)N1CCCC(CNC(=O)c2ccc(-c3ccccc3)cc2)C1 (stereo not given)
 : i, -3, i, -0.69, 1443, 0.28, -0.14, 0.68, -0.48, 1.3, 1.7, 6.2, 2.4, 973, 8%, ., -2%

2 compounds drawn at random from the list so far, as already listed:
Screens in order – Autophagy HCS, Autophagy HCS cell loss 18 h, Yfh1-depleted yeast, Ins promoter up, Ins promoter up cell count, Dynein transport, Dynein transport cytoplasmic EGFP, Dynein transport nuclear GR-EGFP, Dynein transport cell count, MT stabilizer, MT stabilizer Hoechst-high %, MT stabilizer cytotoxicity %, bCat nuc transl, bCat nuc transl cell count 5 µM, NOD2 inhibition, M17LAP inhibition, NOD1 NF-kB reporter
31. Cc1c(Cl)cccc1NC(=O)c1ccc(-n2ccnc2)nc1
 : i, 0, i, -0.25, 1252, -0.67, -0.17, -0.43, 1.1, 2.1, 1.8, 4.1, 0.7, 1229, 22%, 7%, -13%
27. O=C1CCS/C(=N\N=C\c2ccc(Cl)cc2Cl)N1
 : ., ., i, -0.22, 1480, -0.64, -0.16, -0.34, 0.76, ., ., ., -1.7, 1087, 6%, -1%, -6%
